Rab7 wt GTP bind: modulators of GTP binding to Rab7, primary screen, biochemical, wildtype, multiplex bead flow cytometry; Rab7 GTPase wild type (dog), Bodipy-FL-GTP binding; GST-Rab7 beads, fluorescent GTP binding; actives lie on both sides; untreated = 100%, excess cold GTP = 0%; GTP binding activity (percent of control), % at 10 µM; 190,000 compounds, 0.055% hits; AID 758, 2007;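 active means fluorescent GTP binding to Rab7 beads changed by at least 20 points from the 100% baseline, either direction, mostly lower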;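 further: median green fluorescence of bound Bodipy-FL-GTP per Rab7 bead population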
HRas wt GTP bind: modulators of GTP binding to HRas wildtype, primary screen, biochemical, bead-based flow cytometry, multiplex | GST-Ras wt beads, Bodipy-FL-GTP binding; actives lie on both sides | GTP binding activity, % at 10 µM | 190,000 compounds, 0.14% hits | AID 759, 2007;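 active means GTP binding activity at least 20% away from the 100% baseline, either lowered as inhibitor or raised as activator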;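 further: 0% = unlabeled GTP competition control and 100% = no-compound control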
Target sequence (P01112 whole entry, looked up): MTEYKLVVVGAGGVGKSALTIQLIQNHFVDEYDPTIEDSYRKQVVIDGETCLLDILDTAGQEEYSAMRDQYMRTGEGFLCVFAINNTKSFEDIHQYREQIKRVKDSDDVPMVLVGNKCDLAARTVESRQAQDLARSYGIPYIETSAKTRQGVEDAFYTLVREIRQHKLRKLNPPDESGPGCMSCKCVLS
Cdc42 wt GTP: modulators of GTP binding to wildtype Cdc42, primary screen, biochemical, multiplex bead flow cytometry, Bodipy-GTP; Cell division control protein 42 homolog (Homo sapiens), P60953; GST-Cdc42 beads; actives lie on both sides; 190,000 compounds, 0.2% hits; percent activity (GTP binding), % at 10 µM;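 active means percent activity GTP binding at least 20 points away from the 100% baseline, either down as inhibitor or up as activator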;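 further: median bead fluorescence of bound Bodipy-FL-GTP at 100 nM; 0% = excess unlabeled GTP control and 100% = no compound control; below 100% means less GTP binding so inhibitor and above means activator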
Target sequence (P60953 whole entry, looked up): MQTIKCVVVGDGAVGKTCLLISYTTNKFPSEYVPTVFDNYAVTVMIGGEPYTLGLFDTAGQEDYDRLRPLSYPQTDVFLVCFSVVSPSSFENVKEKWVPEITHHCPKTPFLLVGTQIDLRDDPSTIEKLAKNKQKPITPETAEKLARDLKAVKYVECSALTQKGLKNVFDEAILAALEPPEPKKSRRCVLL
Rac1 wt modul: wildtype Rac1 GTP binding modulators, primary screen, biochemical, GST-Rac1 beads, flow cytometry, multiplex | Ras-related C3 botulinum toxin substrate 1 (Homo sapiens), P63000 | fluorescent GTP binding; actives lie on both sides; 0 = cold GTP competed, 100 = untreated | GTP binding activity (% of control), % at 10 µM | 190,000 compounds, 0.27% hits;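 active means GTP binding activity at least 20 points away from the 100% control level, either lower or higher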
Pf gamet viab: late stage P. falciparum gametocyte viability inhibitors, primary screen, ATP luminescence, HTS; inhibition, % at 10.9 µM; P. falciparum stage V gametocytes, 24 h; 150,000 compounds, 0.065% hits; AID 743093, 2013;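 active means inhibition above the mean plus 3 SD of compounds within the control limits, set per campaign, cut at about 38% in these data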;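 further: 0% = DMSO wells and 100% = medium only without gametocytes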
Rac1 mut GTP: GTP binding modulators of activated mutant Rac1, primary screen, biochemical, bead-based flow cytometry, multiplex, fluorescent GTP; GST-Rac1 activated beads; actives lie on both sides; 100% means binding = to untreated wells; AID 764, 2007; 190,000 compounds, 0.11% hits; percent activity (GTP binding), % at 10 µM; Ras-related C3 botulinum toxin substrate 1 (Homo sapiens), P63000;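 active means GTP binding at least 20 percentage points away from the 100% baseline, in either direction, so actives lie on both sides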
GSH fluor: compound fluorescence on glutathione beads, profiling panel, artefact control, biophysical, 488/530 nm, flow cytometry; GSH beads flow cytometry, compound fluorescence 488/530 nm; active compounds read high; fluorescence (KMESF) at 10 µM; 190,000 compounds, 0.25% hits; AID 1776, 2009; in the data active means fluorescence above about 89;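 further: glutathione beads carrying GST-tagged Bcl family fusion proteins plus one bare bead set; values are compound well signal with DMSO vehicle wells as background; inactives centre near 16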
Avidin fluor: green autofluorescence of compounds with avidin beads – biophysical, 488/530 nm, flow cytometry, artefact control, profiling panel; AID 1775, 2009; fluorescence (KMESF) at 10 µM; 220,000 compounds, 0.38% hits; compound fluorescence 488/530 nm; active compounds read high; in the data active means fluorescence above about 47; further: inactives centre near 10
Rab2A wt mod: modulators of GTP binding to Rab2A wildtype, primary screen, biochemical, dog, bead-based flow cytometry, multiplex | Ras-related protein Rab-2A (Canis lupus familiaris), P61105 | GST-Rab2 wt beads, Bodipy-GTP binding | GTP binding activity, % at 10 µM | 190,000 compounds, 0.19% hits;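 active means GTP binding activity at least 20 points away from 100%, either lowered or raised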;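 further: 0% = beads with excess unlabeled GTP and 100% = no-compound control corrected for plate trend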
ABCB1 block: ABCB1 efflux pump inhibitors, primary screen, cell-based, multiplex, flow cytometry, ABCG2 counter-screen; ATP-dependent translocase ABCB1 (Homo sapiens), P08183; CCRF-Adr cells, JC-1 efflux; inhibition, % at 6.6 µM; 190,000 compounds, 0.067% hits; AID 1326, 2008; in the data active means inhibition above about 40%;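 further: 0% = vehicle and 100% = reference inhibitor; higher value means more JC-1 retained so stronger ABCB1 efflux block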
ABCG2 block: ABCG2 efflux pump inhibitors, primary screen, multiplex with ABCB1, IgMXP3 cells, flow cytometry; Broad substrate specificity ATP-binding cassette transporter ABCG2 (Homo sapiens), Q9UNQ0; JC-1 efflux; 190,000 compounds, 0.1% hits; inhibition, % at 6.6 µM;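 active means inhibition above 80%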;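 further: 0% = DMSO and 100% = nicardipine control wells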
Target sequence (Q9UNQ0 whole entry, looked up): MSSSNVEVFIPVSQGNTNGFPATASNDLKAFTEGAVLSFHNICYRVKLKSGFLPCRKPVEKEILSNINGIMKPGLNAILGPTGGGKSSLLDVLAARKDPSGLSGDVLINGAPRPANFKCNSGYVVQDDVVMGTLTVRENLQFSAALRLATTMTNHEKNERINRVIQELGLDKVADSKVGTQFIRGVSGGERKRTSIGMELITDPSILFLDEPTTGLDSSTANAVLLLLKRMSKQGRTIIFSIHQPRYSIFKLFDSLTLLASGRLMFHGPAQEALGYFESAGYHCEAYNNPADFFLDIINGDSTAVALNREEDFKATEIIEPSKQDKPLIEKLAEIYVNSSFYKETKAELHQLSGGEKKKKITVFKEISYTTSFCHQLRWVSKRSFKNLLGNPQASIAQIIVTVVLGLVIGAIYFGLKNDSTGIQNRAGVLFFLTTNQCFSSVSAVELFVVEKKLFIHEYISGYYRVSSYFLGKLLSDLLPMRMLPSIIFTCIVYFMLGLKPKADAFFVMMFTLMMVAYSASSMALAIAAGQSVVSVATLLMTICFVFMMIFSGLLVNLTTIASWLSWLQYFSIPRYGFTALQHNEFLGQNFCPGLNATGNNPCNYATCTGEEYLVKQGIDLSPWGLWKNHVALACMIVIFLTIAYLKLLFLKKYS
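material = IgMXP3 (ABCG2) plus far-red-tagged CCRF-Adr (ABCB1) cells | amount = 3 million cells/mL, equal mix of both lines | also added = JC-1 transporter substrate | dosing = one concentration, 6.6 µM final | schedule = 10 min at 25 °C | measured by = flow cytometric JC-1 green MFI at 530 nm | read-out basis = percent efflux inhibition, scaled nicardipine 100% to DMSO 0%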
Starred values were filed as active, the others as inactive; · = no result given.

SMILES	Rab7 wt GTP bind	HRas wt GTP bind	Cdc42 wt GTP	Rac1 wt modul	Pf gamet viab	Rac1 mut GTP	GSH fluor	Avidin fluor	Rab2A wt mod	ABCB1 block	ABCG2 block
Cc1ccc(C)c(-n2c(SCC(=O)NCC3CCCO3)nnc2-c2ccoc2C)c1 (stereo not given)	104	103	103	108	·	100	32	10	102	1.6	14
CCOc1ccccc1N1CC(C(=O)Nc2nccs2)CC1=O (stereo not given)	103	98	99	102	·	99	26	35	101	0.6	5
Cc1cc(NC(=O)CSc2nc3ccccc3c(=O)n2C(C)c2ccccc2)no1 (stereo not given)	100	100	100	105	·	100	32	2	102	0.6	1
FC(F)Sc1nnc(-c2cccs2)n1-c1ccccc1	99	103	104	105	6	101	7	10	103	0.1	0
CCOc1ccc(CCNC(=O)C2CCN(c3ccc(N4CCOCC4)nn3)CC2)cc1OCC	98	99	101	100	·	97	35	9	100	-0.1	5
COc1ccc(CC(=O)Nc2nccs2)cc1OC	103	103	103	105	4	101	19	5	97	0.2	2
Cc1cc(NS(=O)(=O)c2ccc(NC(=O)c3cc4ccccc4o3)cc2)no1	98	99	102	102	·	97	26	8	100	-5.3	-8
C=CCSc1nnc(NC(=O)CSc2nc3ccccc3o2)s1	95	94	93	92	11	91	50	4	92	-0.2	-1
COc1ccc(/C=C2/SC(=O)N(CCNC(=O)C3CCCN3C(=O)c3cccs3)C2=O)cc1 (stereo not given)	99	102	105	107	18	102	6	13	96	1.6	7
COc1ccc(N2CCn3c2nc2c3c(=O)n(CCc3ccccc3)c(=O)n2C)c(OC)c1	100	102	100	101	·	100	64	8	102	2.1	3
Cc1nnc(NC(=O)CSc2ccc(-c3ccc(Cl)cc3)nn2)s1	98	92	90	87	14	92	11	7	93	-0.3	2
CCN(C(=O)Cc1c(C(=O)O)n(C)c2ccccc12)c1ccc(F)cc1	98	101	97	102	15	101	13	14	97	0.8	2
CN1Cc2sc(N)c(C#N)c2CC1(C)C	92	98	98	95	-6	98	75	12	95	0.0	0
CCCCNC(=O)CS(=O)Cc1nc(-c2cccs2)oc1C (stereo not given)	100	102	101	104	·	102	16	23	100	0.4	5
CCC(C)N1C(=O)CN(C2CCCCCC2)C(=O)C1c1ccccc1F (stereo not given)	101	94	93	90	-8	92	11	11	94	0.7	1
O=C(COc1ccc(Br)cc1CNC1CCCCC1)NCCc1ccccc1	103	99	94	96	-9	96	11	9	97	0.9	0
Cc1ccc(OCC(=O)N2CCN(C(=O)c3ccc([N+](=O)[O-])cc3)CC2)cc1	95	94	91	92	8	95	15	6	95	0.7	6
O=C(CN(CC1CCCO1)C(=O)CCC(=O)Nc1nccs1)NCc1ccc2c(c1)OCO2 (stereo not given)	96	97	95	98	-12	96	26	6	96	0.1	0
Cn1ccnc1C(=O)c1cc(SCC(=O)NCc2ccccc2)nc2ccccc12	95	97	95	97	-13	93	8	8	96	-0.2	1
CCOc1ccc(NC(=O)Nc2ccc(Br)cn2)cc1	105	101	99	96	-8	93	13	6	100	-0.3	8
COc1ccc(OC)c(CNc2ccc([N+](=O)[O-])cc2C)c1	94	92	95	95	-14	94	10	17	94	2.0	15
Cc1cc2ccccc2n1CCNC(=O)COc1ccc2ccccc2c1	97	98	99	102	·	98	20	7	96	-2.3	-4
CCCCN(C(C)=O)c1c(N)n(CCC)c(=O)n(CC(=O)Nc2cc(Cl)cc(Cl)c2)c1=O	103	98	98	99	-1	95	18	10	97	0.2	0
CCOc1ccc(NC(=S)N(CCc2c(C)[nH]c3ccccc23)Cc2cccnc2)cc1	103	101	102	103	·	99	14	5	100	3.0	23
COc1ccc(OCC(=O)NNC(=O)c2cccnc2)cc1	93	97	96	97	·	94	14	6	97	0.2	1
CCCCN1C(=O)/C(=c2\sc3nc(=O)c(-c4ccccc4)nn3c2=O)c2ccccc21	99	99	97	99	·	94	9	8	96	-0.1	1
O=C1C2(c3ccccc3)CN(CCCO)CC1(c1ccccc1)CN(CCCO)C2	103	101	103	106	-22	101	24	35	100	-0.5	-3
CCN(CC)C(=O)CSc1nc2cc(OC)c(OC)cc2c(=O)n1Cc1ccc(Cl)cc1	95	96	94	94	5	95	33	13	96	19	5
COc1ccc(-c2c(S(=O)(=O)c3ccccc3)cnn2-c2ccccc2)cc1	98	97	93	96	-12	96	34	11	94	3.2	21
CCN(CC(=O)NCc1cccs1)S(=O)(=O)c1cccc(C(C)=O)c1	101	102	103	107	·	100	13	9	103	0.0	33

Copied from the entries so far (2 entries):
SMILES	Rab7 wt GTP bind	HRas wt GTP bind	Cdc42 wt GTP	Rac1 wt modul	Pf gamet viab	Rac1 mut GTP	GSH fluor	Avidin fluor	Rab2A wt mod	ABCB1 block	ABCG2 block
Cc1ccc(C)c(-n2c(SCC(=O)NCC3CCCO3)nnc2-c2ccoc2C)c1 (stereo not given)	104	103	103	108	·	100	32	10	102	1.6	14
CCOc1ccccc1N1CC(C(=O)Nc2nccs2)CC1=O (stereo not given)	103	98	99	102	·	99	26	35	101	0.6	5

(cont.)
SMILES	Rab7 wt GTP bind	HRas wt GTP bind	Cdc42 wt GTP	Rac1 wt modul	Pf gamet viab	Rac1 mut GTP	GSH fluor	Avidin fluor	Rab2A wt mod	ABCB1 block	ABCG2 block
Cc1ccc(SCC2CNc3nc4ccccc4c(=O)n32)c(C)c1 (stereo not given)	99	98	100	98	-7	96	34	9	98	1.1	5
COc1cc(C2C(C(C)=O)=C(O)C(=O)N2CCN(C)C)ccc1O (stereo not given)	97	97	97	101	·	98	44	11	98	0.8	3
Cc1cccc(OCC(=O)Nc2ccc(S(=O)(=O)Nc3ccccn3)cc2)c1	96	94	96	93	-7	97	27	6	97	0.3	3
CC(C)(C)c1ccc(OC(=O)c2ccc3nsnc3c2)cc1	100	100	100	101	·	101	30	11	99	1.1	5
CCOC(=O)CSc1cc(CS(=O)c2ccc(Cl)cc2)nc(-c2ccccc2)n1 (stereo not given)	106	107	109	105	·	102	22	32	105	0.9	3
CCN(CC)CCNC(=O)c1ccc(NC(=O)c2ccc(F)cc2)cc1	93	99	98	103	3	99	12	13	94	0.8	7
Cc1ccc(/C=N/Nc2ccc(C(=O)O)cc2)s1	98	96	99	100	2	93	12	11	95	-0.3	2
CCn1c(SCc2c(F)cccc2Cl)nnc1-c1ccco1	93	94	95	90	-22	95	34	11	95	0.6	10
Cc1ccccc1OCCn1c(=O)oc2ccccc21	102	100	101	100	·	98	43	5	101	0.3	1
O=C(NCCc1nnc2ccc(NCc3ccccc3Cl)nn12)c1ccccc1	102	97	97	97	2	96	9	10	98	-0.1	0
O=C(O)CSCC(=O)NCc1ccc(Cl)cc1Cl	103	100	97	102	11	97	15	11	100	0.5	10
Cc1ccnc(SCC(=O)c2cccc([N+](=O)[O-])c2)n1	102	99	99	106	17	97	11	13	98	0.2	23
COC(=O)c1cn(NC(=O)Cn2nc([N+](=O)[O-])c(Cl)c2C)c(=O)c2ccccc12	87	88	83	86	10	83	14	13	84	0.3	3
C=CCN1C(=O)C(Cc2ccc(F)cc2)S/C1=N/N=C/c1cccs1 (stereo not given)	97	103	100	104	6	99	27	12	99	1.3	24
COc1ccnc(Oc2ccccc2)c1C(=O)N/C=N/OCc1ccccc1F	93	94	93	95	16	96	10	3	95	1.0	5
CCNC(=O)OCCC12CC3CC(CC(C3)C1)C2	100	100	98	102	-5	101	18	7	100	0.0	2
CN(Cc1ccccc1)Cc1nc2c(c(=O)n(C)c(=O)n2C)n1CCCc1ccccc1	103	100	103	100	·	98	34	4	102	2.0	5
Cn1c(SCc2nc3ccccc3[nH]2)nnc1-c1ccccn1	101	104	107	108	·	104	22	23	105	0.7	11
CCOC(=O)c1cnc2c(C#N)c(C)nn2c1-c1ccccc1	99	99	100	102	·	100	17	6	101	0.4	1
Cc1[nH]c2ccccc2c1CN1CCC(Cc2ccccc2)CC1	97	98	98	103	-45	93	10	6	98	0.2	0
COc1cccc(NC(=O)NCc2ccccc2F)c1	95	96	92	96	4	95	13	9	95	-0.8	8
Cn1c(N)c(C(=O)COC(=O)c2ncc(Cl)c(Cl)c2Cl)c(=O)n(C)c1=O	94	91	95	90	2	94	14	9	93	0.7	6
O=C(Cn1ncc2c(=O)oc3ccccc3c21)NCCCN1CCCC1=O	100	102	102	106	·	102	18	8	101	-2.6	-3
O=C(CSCc1ccc(Br)cc1)NC1CC1	95	93	92	97	3	92	16	10	92	-0.1	0
O=c1c2ccccc2nc(-c2ccccc2)n1Cc1ccco1	96	100	101	100	5	99	24	12	101	0.9	5
Cc1ccc2c(c1)[nH]c1c(N3CCN(Cc4ccccc4)CC3)ncnc12	99	100	102	103	·	99	12	13	98	4.5	13
COc1cccc(CN2CCNC(=O)C2CC(=O)NCCc2cccc(C)n2)c1OC (stereo not given)	102	102	98	102	-1	98	13	11	99	0.3	1
O=S(=O)(c1ccccc1F)N(Cc1ccco1)Cc1nnc(-c2ccccc2Br)o1	102	100	101	109	1	100	19	34	102	3.3	48
CC(=O)NNc1nc(-c2ccc(NC(C)=O)cc2)cs1	101	99	104	108	-18	98	20	8	101	-0.8	-4
COc1ccc(CNC(=O)Oc2ccccc2)cc1Cl	95	97	98	98	·	96	4	7	96	0.2	4
O=C(Nc1nc(-c2ccccc2)c(-c2ccccc2)s1)c1ccc(S(=O)(=O)N2CCCC2)cc1	94	94	97	91	10	92	33	9	91	0.9	8
CC(C)NS(=O)(=O)c1ccc(OCC(=O)Nc2cccc(F)c2)cc1	105	98	97	97	4	97	12	10	99	0.6	20
O=C(N1CCOCC1)C1(c2ccc(Cl)cc2)CCCC1	94	96	95	94	·	92	12	39	93	0.6	2
O=C1C2ON(c3ccccc3)C(c3cccnc3)C2C(=O)N1Cc1ccccc1 (stereo not given)	101	100	102	101	-5	99	38	6	100	2.6	8
CC(C)CCN(C(=O)CNC(=O)c1ccco1)C(C(=O)NC1CCCCC1)c1ccco1 (stereo not given)	102	102	103	103	·	99	20	37	101	1.2	2

Screening results from PubChem BioAssay.
